HTRA1 inhibitor – HTRA1 (human) protease inhibition. Q92743. recombinant HTRA1, FP-rhodamine activity-based probe, fluorescence polarization. inhibition, % at 5.96 µM. 0.5% of 340,000 active. AID 504803; in the data active means inhibition above about 36%;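 further: 0% = enzyme with DMSO and 100% = wells lacking enzyme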
PRMT1 FP inh – PRMT1 (human) inhibition, primary screen. Q99873. recombinant PRMT1, activity-based probe fluorescence polarization. inhibition, % at 2.79 µM. 1.3% of 370,000 active. AID 652257;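 active means inhibition above about 21% made by adding two undisclosed values, limit read from the data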
Target sequence (Q99873 whole entry, looked up): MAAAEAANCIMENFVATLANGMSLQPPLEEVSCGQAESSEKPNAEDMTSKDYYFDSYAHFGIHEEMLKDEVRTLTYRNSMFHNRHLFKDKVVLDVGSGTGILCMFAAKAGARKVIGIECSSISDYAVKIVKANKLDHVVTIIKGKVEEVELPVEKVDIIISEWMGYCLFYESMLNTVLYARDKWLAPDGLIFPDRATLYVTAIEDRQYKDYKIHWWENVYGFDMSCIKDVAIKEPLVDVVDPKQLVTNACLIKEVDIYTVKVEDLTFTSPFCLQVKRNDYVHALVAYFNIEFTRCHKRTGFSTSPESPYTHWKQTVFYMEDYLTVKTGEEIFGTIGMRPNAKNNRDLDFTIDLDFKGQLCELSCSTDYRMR
UHRF1 MBD2 ctr – blocks human UHRF1 binding to methylated DNA; AID 687016; inhibition, % at 4.4 µM; Q96T88; UHRF1 binding to methylated oligo, TR-FRET; 0.75% of 370,000 active; in the data active means inhibition above about 21%;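 further: UHRF1 SRA domain binding a hemimethylated CpG hairpin DNA probe; 0% = median of test compound wells and 100% = reference inhibitor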
mABHD4 FP – inhibitors of mouse ABHD4; purified mABHD4, FP-Rh probe fluorescence polarization; Q8VD66; inhibition, % at 8.92 µM; 0.54% of 370,000 active; AID 720543;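 active means inhibition exceeding the mean over every tested compound plus 3 SD, cut at about 30% in these data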;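 further: 0% = plate median of compound wells and 100% = S159A mutant with DMSO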
Target sequence (Q8VD66 whole entry, looked up): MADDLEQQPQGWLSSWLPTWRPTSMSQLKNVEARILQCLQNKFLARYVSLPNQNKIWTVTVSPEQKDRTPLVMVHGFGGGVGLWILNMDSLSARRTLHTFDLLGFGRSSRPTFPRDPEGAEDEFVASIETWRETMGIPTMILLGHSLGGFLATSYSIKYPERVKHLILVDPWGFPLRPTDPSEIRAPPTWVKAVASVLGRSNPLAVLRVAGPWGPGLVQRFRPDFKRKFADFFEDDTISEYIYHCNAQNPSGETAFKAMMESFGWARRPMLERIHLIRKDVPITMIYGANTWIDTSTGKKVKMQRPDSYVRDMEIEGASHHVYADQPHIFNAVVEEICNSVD
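Assay system: mABHD4 protein; medium: HEPES pH 7.0, NaCl, Pluronic buffer; dosing: 8.92 µM, single dose; schedule: 45 min + 60 min at 25 °C; signal: FP readout, ex 525 nm / em 598 nm; read-out: normalized percent inhibition of probe labeling; repeats: single replicate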
SIAE primary – inhibitors of human sialic acid acetylesterase SIAE; inhibition, % at 9.66 µM; SIAE FP-Rh probe binding, fluorescence polarization; 0.69% of 370,000 active;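 active means inhibition above a cutoff: mean of compounds within the control limits plus 3 SD of those, cut at about 17% in these data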;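 further: 0% = plate median of compound wells and 100% = probe without SIAE protein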
LEDGF integ inh – blocks HIV-1 LEDGF/p75-dependent DNA integration; TR-FRET IN-LEDGF/p75 DNA integration, Eu/Cy5; inhibition, % at 3.7 µM; 0.64% of 370,000 active; AID 743269;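 active means inhibition above the screen-wide mean plus 3 SD, cut at about 13% in these data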;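 further: signal is the Cy5 over europium emission ratio at 671 and 618 nm; 0% = plate median of compound wells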
DDE Tn7 FP inh – DD(E)-Tn7 binding inhibition, primary FP screen | FP displacement of FITC-Tn7 peptide from fibrin DD(E); 0% = median of compound wells per plate | 0.13% of 370,000 active | inhibition, % at 8.3 µM | P02675;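 active means inhibition above the mean of compounds falling within the control limits plus 3 SD of them, cut at about 14% in these data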;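 further: 0% = plate median of compound wells and 100% = 10 µM Aha-Tn7 peptide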
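Assay system: Human fibrin DD(E) protein | Medium: Tris buffer with calcium and detergent, pH 7.8 | Reagent: 0.1 µM fluorescent Tn7 | Compound dosing: Single point at 8.3 µM | Times: 10 min preincubation, 3 h with tracer, room temperature | Detection: Fluorescence polarization of the labelled Tn7 tracer | Controls: Aha-Tn7 high control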
PG9 binder – PG9 antibody binding by small molecule; TR-FRET gp120-PG9 antibody binding; inhibition, % at 6.7 µM; 0.43% of 360,000 active; AID 624416; in the data active means inhibition above about 8.5%
TDP2 inh – blocks human TDP2 phosphodiesterase activity; recombinant TDP2, T5PNP hydrolysis, p-nitrophenol absorbance 415 nm; O95551; 0.34% of 370,000 active; AID 720702; inhibition, % at 12.8 µM;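 active means inhibition above the mean of all tested compounds plus 3 SD, set per campaign, cut at about 25% in these data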;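 further: 0% = DMSO with enzyme and 100% = buffer with substrate but no TDP2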
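System: recombinant human TDP2 / Amount: 120 nM TDP2 per well / Also added: 5 mM T5PNP chromogenic substrate / Doses: 12.8 µM single point, 1% DMSO / Incubation: 2 h at 37 °C / Detection: p-Nitrophenol epi absorbance / Evaluation: % inhibition relative to enzyme-containing and enzyme-free wells / Repeats: singlicate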
TCR-CD3 inh – inhibitors of human TCR-CD3 interaction | inhibition, % at 9.4 µM | 0.37% of 360,000 active | TAMRA-labeled TCR probe fluorescence, biochemical; in the data active means inhibition above about 19%;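 further: recombinant mutant TCR 2C K166C tagged with TAMRA read by polarization; 0% = receptor in buffer alone and 100% = receptor with positive control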
* hit, by the source's call; · = not tested or not shown.

Keys: A = HTRA1 inhibitor; B = PRMT1 FP inh; C = UHRF1 MBD2 ctr; D = mABHD4 FP; E = SIAE primary; F = LEDGF integ inh; G = DDE Tn7 FP inh; H = PG9 binder; I = TDP2 inh; J = TCR-CD3 inh
> COc1cccc(S(=O)(=O)NC2CCN(C#N)C2)c1 (centres undefined)
  A: -4 | B: 3 | C: 0 | D: 3 | E: -1 | F: -1 | G: 1 | H: 1.0 | I: 0 | J: -3

> Cc1ccc(-n2nnc3c(SCC(=O)NCc4ccco4)ncnc32)cc1
  A: -24 | B: 1 | C: -1 | D: -23 | E: -16 | F: -1 | G: 0 | H: 0.0 | I: 9 | J: -1

> CN(C)CCn1c(=S)[nH]c2ccc(Cl)cc2c1=O
  A: 5 | B: -3 | C: -4 | D: 2 | E: 13 | F: 3 | G: 0 | H: 0.2 | I: 17 | J: 5

> NS(=O)(=O)c1ccc(CCNC(=O)Cc2ccc(S(=O)(=O)N3CCCC3)s2)cc1
  A: -8 | B: 2 | C: 1 | D: 4 | E: 7 | F: 2 | G: 4 | H: 0.6 | I: -5 | J: -6

> CC1C2CC(C/C2=N/NC(=O)c2cccs2)C1(C)C (centres undefined)
  A: 0 | B: -1 | C: -3 | D: 1 | E: 9 | F: -1 | G: 1 | H: -3.2 | I: -9 | J: -4

> Cc1ccc(C(=O)NCc2ccncc2)cc1S(=O)(=O)N1CCOCC1
  A: 9 | B: -1 | C: 1 | D: 5 | E: 5 | F: 3 | G: -4 | H: 0.2 | I: 11 | J: 7

> ONC(=Nc1cccc(C(F)(F)F)c1)c1cccnc1
  A: 5 | B: -2 | C: 0 | D: -5 | E: -4 | F: 10 | G: -3 | H: -1.7 | I: -20 | J: 2

> Cc1c(Cl)cccc1NC(=O)CSc1nc(=O)n(CCCN2CCOCC2)c2c1CCCC2
  A: 5 | B: 1 | C: -3 | D: 1 | E: 2 | F: 1 | G: -2 | H: -2.4 | I: 2 | J: 3

> CCOc1ccc(N=C2NC(=O)S/C2=C\c2ccc(O)cc2)cc1
  A: -19 | B: -2 | C: -2 | D: -4 | E: -2 | F: -2 | G: -4 | H: -2.8 | I: -2 | J: 0

> C=CCN(CC=C)C(=S)NC(=O)Cc1cccc2ccccc12
  A: -8 | B: 3 | C: 0 | D: -6 | E: -10 | F: 0 | G: -1 | H: 0.8 | I: 1 | J: 0

> COc1cc2c(cc1OC)CN(c1nc(CN3CCOCC3)nc3sc4c(c13)CCCC4)CC2
  A: -11 | B: -2 | C: 0 | D: -5 | E: 2 | F: 0 | G: -1 | H: -1.4 | I: 6 | J: 6

> O=C(OCc1cn(Cc2c(F)cccc2F)nn1)N1CCCC1
  A: · | B: 1 | C: -1 | D: 8 | E: 4 | F: -4 | G: 0 | H: · | I: 8 | J: ·

> CCCCN1CC(C(=O)NC2CCCCC2)CC1=O (centres undefined)
  A: -1 | B: 1 | C: -1 | D: 0 | E: -8 | F: -3 | G: 7 | H: 0.4 | I: 10 | J: -6

> O=C(c1ccccc1)c1sc(Nc2ccc3c(c2)OCO3)nc1-c1ccccc1
  A: · | B: -1 | C: 2 | D: 10 | E: 12 | F: -3 | G: -2 | H: -0.2 | I: -1 | J: -5

> N=C1/C(=C\c2ccc(OC(=O)c3ccco3)cc2)C(=O)N=C2SC(N3CCCCC3)=NN12
  A: 5 | B: 6 | C: -5 | D: 23 | E: 0 | F: 0 | G: 7 | H: -1.4 | I: 11 | J: 5

> CCOC(=O)c1cnc2nc(COc3ccccc3)[nH]n2c1=O
  A: 8 | B: -2 | C: 0 | D: -3 | E: 1 | F: 0 | G: -2 | H: -1.4 | I: 1 | J: 4

> CC1=C(C(=O)N(C(C)C)C(C)C)CC(CC(=O)NC2CCCC2)C(=O)N1Cc1ccccc1 (centres undefined)
  A: 1 | B: -1 | C: 2 | D: 1 | E: -1 | F: 4 | G: -1 | H: -0.9 | I: 3 | J: -1

> COc1cc(NC(=O)CCc2nnc3ccc(N4CCOCC4)nn23)cc(OC)c1OC
  A: 4 | B: -1 | C: 0 | D: -4 | E: 5 | F: -3 | G: 6 | H: -1.7 | I: -13 | J: -2

> CCCOc1ccc(C(=O)NCCCn2ccnc2)cc1
  A: 1 | B: 1 | C: -2 | D: 4 | E: 0 | F: 0 | G: 10 | H: -0.7 | I: -12 | J: 1

> Cc1cccc(CSCc2ccc(C(=O)O)o2)c1
  A: -10 | B: -3 | C: 2 | D: 0 | E: -7 | F: 2 | G: -7 | H: -2.0 | I: -3 | J: -5

> CC(C)Cn1c(-c2ccc(C#N)cc2)nc2c1c(=O)[nH]c(=O)n2CC(C)C
  A: 2 | B: -1 | C: -2 | D: -1 | E: 4 | F: -1 | G: -2 | H: 1.4 | I: 8 | J: 7

> CC(=O)c1cccc(NC(=O)COC(=O)c2ccccn2)c1
  A: 4 | B: -1 | C: 0 | D: 3 | E: 0 | F: -2 | G: 2 | H: 0.4 | I: -2 | J: 5

> CCCCc1ccc2nc(NC(=O)c3cccs3)sc2c1
  A: · | B: -1 | C: -2 | D: -13 | E: -10 | F: -1 | G: 4 | H: · | I: 4 | J: ·

> COc1ccc(N2CCN(C(CNC(=O)C(=O)NCc3ccncc3)c3ccco3)CC2)cc1 (centres undefined)
  A: 9 | B: 2 | C: 1 | D: -1 | E: 6 | F: -5 | G: 5 | H: 0.5 | I: -7 | J: -3

> CCC(C)NCCCCOc1ccc(C)cc1[N+](=O)[O-] (centres undefined)
  A: 3 | B: 4 | C: 0 | D: 12 | E: -1 | F: -2 | G: 5 | H: 0.1 | I: 2 | J: 0

> Cc1nc(SCc2ccccc2C)n[nH]1
  A: 7 | B: -2 | C: -2 | D: 2 | E: -3 | F: 0 | G: 5 | H: -1.1 | I: 4 | J: 6

> O=C(COC(=O)c1ccc(Br)o1)NCc1ccc2c(c1)OCO2
  A: -2 | B: 1 | C: 1 | D: 1 | E: -1 | F: -8 | G: 6 | H: 0.9 | I: 2 | J: -3

> COc1nc(N)nc2c1ncn2C1OC(CO)CC1O (centres undefined)
  A: 9 | B: -4 | C: 0 | D: 3 | E: 4 | F: 0 | G: 6 | H: -0.2 | I: 2 | J: -1

> COc1ccc(Cl)cc1NC(=O)c1c(-c2ccccc2)noc1C
  A: 1 | B: 4 | C: 5 | D: -24 | E: -4 | F: -2 | G: -2 | H: -0.2 | I: -14 | J: -2

> N/C(=N\OC(=O)c1ccccc1Br)c1cccc([N+](=O)[O-])c1
  A: -4 | B: 1 | C: 0 | D: 4 | E: 2 | F: -4 | G: -1 | H: 0.0 | I: 12 | J: 5

Remaining list, next part
structure	HTRA1 inhibitor	PRMT1 FP inh	UHRF1 MBD2 ctr	mABHD4 FP	SIAE primary	LEDGF integ inh	DDE Tn7 FP inh	PG9 binder	TDP2 inh	TCR-CD3 inh
Cc1ccc(N2C(=O)[C@@H]3[C@H](C2=O)C2c4ccccc4C=CN2[C@@H]3C(=O)c2ccco2)c(C)c1 (some centres undefined)	-2	12	-7	10	-2	10	-3	-0.1	26*	-9
CC(C)C[C@@H](C(=O)N[C@@H](C(=O)O)c1ccccc1)N1C(=O)N2CCc3c([nH]c4ccccc34)[C@@]2(C)C1=O	3	-1	-2	2	-6	5	-5	1.9	-1	4
Cc1nn(CC2CC2)c(=O)n1N(C)c1ncc(C(F)(F)F)cc1Cl	2	-4	-1	6	0	1	-4	-0.1	-6	5
O=C(NCCCc1ccncc1)C1CCC(=O)N(Cc2ccc(Cl)cc2)C1 (centres undefined)	3	-1	0	8	3	-5	4	0.2	12	-1
Cc1c(NC2=NC3(CCCCC3)Cc3ccccc32)c(=O)n(-c2ccccc2)n1C	-3	0	-4	7	0	2	6	0.7	-1	1
C=CCn1c(=O)[nH]c2cc(C(=O)N3CC=C(c4ccccc4)CC3)ccc2c1=O	-16	2	3	11	-8	2	-3	-1.1	9	2
Cc1cc(C)cc(N(CCC#N)C(=O)COC(=O)C2CCN(c3ccc(C(F)(F)F)cn3)CC2)c1	-24	0	1	-8	-5	2	-8	-2.2	-18	1
O=C(Cc1ccccc1)Nc1nnc(SCC(=O)NC2CCCC2)s1	3	8	3	-16	-14	-1	5	-1.5	6	-2
COc1ccc(OC)c(NC(=S)NC(=O)c2ccc(Br)o2)c1	0	-3	-1	-4	-2	-2	-3	-34	8	-5
O=C1c2cccc3cccc(c23)C(=O)N1c1cccnc1	-2	-3	-7	6	-1	2	-9	-0.3	-3	-1
C/C=C/C(=O)N1CC2(CC(c3cccc(NC(=O)COc4ccc(Cl)cc4)c3)=NO2)C[C@@H]1C(N)=O (some centres undefined)	-28	2	-1	4	-1	-1	-4	-0.3	7	-10
Cc1ccc(C)c(N2CCN(C(=O)Cn3ncn4cccc4c3=O)CC2)c1	-2	-4	-2	5	6	3	-11	1.3	-12	5
Nc1nc(NCCN2CCOCC2)nc(NCc2ccccc2)c1[N+](=O)[O-]	-4	-2	1	4	3	3	1	-1.3	-5	6
O=C(Nc1nnc(C(F)(F)F)s1)c1ccc(Br)s1	-6	8	2	-22	0	2	6	0.2	2	0
CCC(=O)NC(Nc1c(C)n(C)n(-c2ccccc2)c1=O)C(Cl)(Cl)Cl (centres undefined)	1	-2	-5	5	4	4	3	-0.6	-8	2

Molecules from the list above that have an aryl methoxy group (seven):
structure	HTRA1 inhibitor	PRMT1 FP inh	UHRF1 MBD2 ctr	mABHD4 FP	SIAE primary	LEDGF integ inh	DDE Tn7 FP inh	PG9 binder	TDP2 inh	TCR-CD3 inh
COc1cccc(S(=O)(=O)NC2CCN(C#N)C2)c1 (centres undefined)	-4	3	0	3	-1	-1	1	1.0	0	-3
COc1cc2c(cc1OC)CN(c1nc(CN3CCOCC3)nc3sc4c(c13)CCCC4)CC2	-11	-2	0	-5	2	0	-1	-1.4	6	6
COc1cc(NC(=O)CCc2nnc3ccc(N4CCOCC4)nn23)cc(OC)c1OC	4	-1	0	-4	5	-3	6	-1.7	-13	-2
COc1ccc(N2CCN(C(CNC(=O)C(=O)NCc3ccncc3)c3ccco3)CC2)cc1 (centres undefined)	9	2	1	-1	6	-5	5	0.5	-7	-3
COc1nc(N)nc2c1ncn2C1OC(CO)CC1O (centres undefined)	9	-4	0	3	4	0	6	-0.2	2	-1
COc1ccc(Cl)cc1NC(=O)c1c(-c2ccccc2)noc1C	1	4	5	-24	-4	-2	-2	-0.2	-14	-2
COc1ccc(OC)c(NC(=S)NC(=O)c2ccc(Br)o2)c1	0	-3	-1	-4	-2	-2	-3	-34	8	-5

High-throughput results (PubChem)
